GBA enhancer = enhancers of human beta-glucosidase activity in Gaucher fibroblasts. P04062. L444P Gaucher fibroblasts, 4-MU-glucoside fluorescence, 3 days. activation, % at 10 µM. actives 0.44% (n = 30,000). AID 784; in the data active = activation above about 65%;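 note: 0% = vehicle wells and 100% = positive control wells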
Target sequence (P04062 whole entry L483P): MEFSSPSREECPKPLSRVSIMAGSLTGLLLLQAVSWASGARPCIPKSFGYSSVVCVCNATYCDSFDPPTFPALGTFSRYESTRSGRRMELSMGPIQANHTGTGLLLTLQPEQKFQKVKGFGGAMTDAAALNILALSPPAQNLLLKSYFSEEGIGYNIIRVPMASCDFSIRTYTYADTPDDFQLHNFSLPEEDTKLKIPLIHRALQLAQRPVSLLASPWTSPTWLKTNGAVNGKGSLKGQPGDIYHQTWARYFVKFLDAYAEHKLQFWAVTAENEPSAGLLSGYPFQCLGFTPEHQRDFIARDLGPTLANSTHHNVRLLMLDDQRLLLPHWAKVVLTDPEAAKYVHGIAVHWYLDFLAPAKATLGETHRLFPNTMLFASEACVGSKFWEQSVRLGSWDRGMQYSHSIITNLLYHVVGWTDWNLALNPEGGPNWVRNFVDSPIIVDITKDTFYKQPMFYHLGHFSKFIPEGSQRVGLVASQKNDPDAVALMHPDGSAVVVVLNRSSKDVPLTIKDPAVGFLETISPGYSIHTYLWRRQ
The depositor's hits bear a star. Only part of the results is shown (hit frequency here may not be typical).

SMILES	GBA enhancer
CCc1nnc(NC(=O)CSc2nnc(COc3cccc(C)c3)o2)s1	-9
CCOc1ccc(-c2nnn(CC(=O)NCc3ccco3)n2)cc1	5
N=c1n(CC(=O)O)c2ccccc2n1Cc1ccccc1Cl	-24
CC(C)(C)c1ccc(C(=O)CCCSC2=C(C#N)C(c3ccco3)C3=C(CCCC3=O)N2)cc1 (stereo unspecified)	7
Cc1ccc(OCC(O)Cn2c(=N)n(CCN3CCOCC3)c3ccccc32)cc1 (stereo unspecified)	11
CN(Cc1ccccc1)C(=O)CCNC(=O)Cn1cnc2ccccc2c1=O	-8
COc1cc(/C=C/C(=O)CC(=O)/C=C/c2ccc(O)c(OC)c2)ccc1O	-40
O=C(CS(=O)(=O)Cc1ccccc1)NCc1ccc2c(c1)OCO2	-9
O=C(Nc1ccc2c(c1)OCO2)C1CCCN1C(=O)Nc1cccc(F)c1 (stereo unspecified)	-12
CN(C(=O)c1cnccn1)c1nnc(-c2cccnc2)s1	-11
CCOC(=O)c1cnn2c(C(F)(F)F)cc(-c3ccco3)nc12	0
COC(=O)c1ccc(C2/C(=C(/O)c3ccc(OC(C)C)cc3)C(=O)C(=O)N2c2cc(C)on2)cc1 (stereo unspecified)	22
O=C(CSc1ccc2nnc(-c3cccnc3)n2n1)NCc1ccc2c(c1)OCO2	-11
C=C(C)CC1Nc2ccccc2NC1CC(=C)C (stereo unspecified)	-14
COC(=O)c1ccc(NC(=O)CCc2c(C)nc3ncnn3c2C)cc1	0
COc1ccc(NC(=O)Nc2cc(C)ccc2OC)cc1	-5
Clc1ccc(CSc2nnc(-c3ccccn3)n2Cc2ccco2)c(Cl)c1	-38
CCOc1cccc(=O)c2c(C)n(C)c(C)c12	0
CCCCN(CC)Cc1ccc(CNC(=O)Nc2ccc(OC)cc2OC)o1	17
CCCCCOC(=O)c1ccccc1C(=O)O	-27
COc1ccc(CC(=O)N2CCN(c3ccccn3)CC2)cc1	-9
CCN(CC)S(=O)(=O)c1ccc(Cl)c(C(=O)NCC2CCCO2)c1 (stereo unspecified)	0
CCn1c(=O)cc(OCC(=O)N2CCN(c3cccc(C(F)(F)F)c3)CC2)c2ccccc21	-16
CC(C)c1ccc2oc(-c3ccc(NC(=O)c4ncn[nH]4)cc3)nc2c1	17
CCOC(=O)N1CCN(CC(O)COc2ccccc2C(C)CC)CC1 (stereo unspecified)	-34
CCn1c(CCC(=O)Nc2cc(F)ccc2C)nc2cc(S(=O)(=O)N(C)C)ccc21	-5
CCOc1cc(C2CC(=O)NC3=C2C(=O)C(C(=O)OC)C(C)C3)cc(Br)c1O (stereo unspecified)	0
COc1cccc(CNC(=O)C2CCCN(c3nn4c(=O)cc(C)nc4s3)C2)c1 (stereo unspecified)	-24
C=CCN1CCN(C(c2ccccc2)c2nnnn2CCC(C)C)CC1 (stereo unspecified)	-4
O=C(CSc1nnc(CN2CCOCC2)n1-c1ccc(Cl)cc1)Nc1cc(Cl)ccc1O	7
CCN1C(=O)c2cccc3cccc1c23	-7
Cc1cc(C(=O)OCC(=O)N2CCOCC2)c2ccccc2n1	-12
COC(=O)COC(=O)c1ccc(O)cc1	-31
Cc1ccc(S(=O)(=O)N[C@@H](CC(C)C)C(=O)NCc2ccco2)cc1	-5
CSC(=NC1CCCCC1)NS(=O)(=O)c1ccccc1	-3
COc1ccc(CCN(C)CCN2C(=O)c3ccccc3C2=O)cc1OC	-8

In the list so far, these have two or more sulfur atoms.
SMILES	GBA enhancer
CCc1nnc(NC(=O)CSc2nnc(COc3cccc(C)c3)o2)s1	-9
CSC(=NC1CCCCC1)NS(=O)(=O)c1ccccc1	-3

The listing continues:
SMILES	GBA enhancer
CC(c1ccccc1)C1CC(=O)N(CC(=O)O)C1=O (stereo unspecified)	-35
Cc1ccc(S(=O)(=O)n2nc(-c3ccc(Cl)cc3)nc2NCc2ccco2)cc1	7
Cc1cc(C(=O)Nc2nc3ccc(S(C)(=O)=O)cc3s2)c(C)o1	27
CCOC(=O)Cc1csc(SCC(=O)/C(C#N)=C(\C)N)n1	-17
COc1ccc(OCCC(=O)NCc2ccccc2)cc1	-1
O=C(Cn1ncc2c(=O)oc3ccccc3c21)NCCC1=CCCCC1	38
COCCNC(=O)c1c(N)n(CCCn2ccnc2)c2nc3ccccc3nc12	2
COc1cccc(C2C=C(c3cccs3)Nc3ncnn32)c1OC (stereo unspecified)	-14
CCOC(=O)c1c(C)oc2ccc(O)c(CN(C)C)c12	-1
CS(=O)(=O)N1CCN(c2ccccc2NC(=O)c2ccc(Cl)cc2)CC1	1
Cc1cc(C)nc(SCc2nnc(SCC(=O)Nc3ccccc3C)n2Cc2ccco2)n1	-3
O=C(CCS(=O)(=O)c1cccc2nsnc12)N1CCN(C(=O)c2ccco2)CC1	-11
CC1(C)CC(=O)C(/C=N/n2cnc3ccccc3c2=O)=C(O)C1	-14
CN(C)S(=O)(=O)Nc1ccc(Br)cc1F	1
Cn1c(=O)oc2cc(S(=O)(=O)NCCC(=O)Nc3ccc4c(c3)OCCO4)ccc21	6
Cn1c(=O)n(CC(=O)O)c(=O)c2c1nc1n2CCS1	7
Cc1ccc2nc(SCCC#N)nc(C)c2c1	-7
Cc1ccc(-n2cc(-c3ccccc3)[nH]c2=O)cc1F	11
COc1ccc(-c2cc3c(=O)n(CC(=O)NC4CCN(Cc5ccccc5)CC4)ncn3n2)cc1	-29
COc1ccccc1N(C(=O)c1snc(C(N)=O)c1N)C(C(=O)NCCC(C)C)c1ccco1 (stereo unspecified)	2
CCOc1ccc(C(=O)NC2CCN(S(C)(=O)=O)CC2)cc1	-30
Clc1ccc(-n2cnnn2)cc1	-10
C=CCn1c(SCC(=O)NC2CCCC2)nc2scc(-c3ccco3)c2c1=O	12
Cn1c(=O)c2nnn(/N=C(\c3ccccc3)C3CC3)c2n(C)c1=O	-24
O=C(NCCN1CCCC1)c1cc(-c2ccncc2)nc2ccc(S(=O)(=O)N3CCOCC3)cc12	17
C=CCN1C(=O)CSc2ccc(C(=O)OCC)cc21	-11
CCN1C(=O)c2cccc3c(NC(=O)C(C)(C)C)ccc1c23	1
CCCCOc1ccc(N2C(=O)CC(N(O)c3ccccc3)C2=O)cc1 (stereo unspecified)	15
CCCC(=O)Nc1cc(-c2cn3cccnc3n2)ccc1OC	-15
Cc1cc(C)c2cc(CN(Cc3ccco3)C(=O)NCc3ccccc3)c(=O)[nH]c2c1	-21
Cc1nc(C)c(C(=O)OCC(=O)N2CCN(c3ccccc3)CC2)s1	9
COc1cc(C2C(C(=O)N3CCOCC3)=C(C)NC3=C2C(=O)CCC3)ccc1OC(C)=O (stereo unspecified)	-10
Cc1noc(C)c1COC(=O)c1ccc2ccccc2n1	-14
Cc1cccc(CC(=O)Nc2c3c(nn2-c2cccc(Cl)c2)CS(=O)C3)c1 (stereo unspecified)	-13
COCCOC(=O)c1c(C)oc2ccc(OC(=O)c3cccs3)cc12	-2
COc1cccc(N=C2SC(C(=O)Nc3ccc(F)cc3)CC(=O)N2C)c1 (stereo unspecified)	-19

Molecules above that have bromine, in the order listed:
SMILES	GBA enhancer
CCOc1cc(C2CC(=O)NC3=C2C(=O)C(C(=O)OC)C(C)C3)cc(Br)c1O (stereo unspecified)	0
CN(C)S(=O)(=O)Nc1ccc(Br)cc1F	1

(list continues)
SMILES	GBA enhancer
COC(=O)Nc1ccc(S(=O)(=O)N(CCO)CC(F)(F)C(F)F)cc1	3
C=CCN1C(=O)CS/C1=N/c1nccs1	-4
CCc1ccccc1Nc1ccc(C(=O)O)cc1N	-10
CC1(C)CC(=O)C(CC2=C(O)CC(C)(C)CC2=O)C(=O)C1	9
COc1cccc(S(=O)(=O)NCc2ccc(C(=O)NCC3CCCO3)cc2)c1 (stereo unspecified)	2
COc1ccc(OC)c(NC(=O)CSCc2cnn(-c3ccccc3)c2-n2cccc2)c1	-8
Cc1ccc(S(=O)(=O)n2nc(C)c(Br)c2C)c(C)c1C	-39
O=C(CCn1cccc1)N1CCc2ccccc21	-3
O=C(Nc1cccc(Cl)c1Cl)C1CCN(c2ncccn2)CC1	-20
Cc1ccc(C(=O)NCc2nnc(SCC(=O)Nc3sc4c(c3C#N)CCCC4)n2C)cc1	10
CC(OC(=O)c1cccs1)C(=O)NCc1ccccc1 (stereo unspecified)	-14
C=CCN(C(=O)Nc1ccc(Cl)cc1)C1CC(=O)N(c2ccc(OC)cc2)C1=O (stereo unspecified)	-2

In the list so far, two have a tert-butyl group:
SMILES	GBA enhancer
CC(C)(C)c1ccc(C(=O)CCCSC2=C(C#N)C(c3ccco3)C3=C(CCCC3=O)N2)cc1 (stereo unspecified)	7
CCN1C(=O)c2cccc3c(NC(=O)C(C)(C)C)ccc1c23	1

New compounds follow.
SMILES	GBA enhancer
Cc1cccc2cc(CN(CCCO)C(=O)Nc3ccc(Cl)cc3)c(=O)[nH]c12	-8
CCCCC(=O)Nc1ccc(C(=O)N2CCCC(C(=O)OCC)C2)cc1 (stereo unspecified)	15
COc1cc(NS(=O)(=O)c2ccc(NC(=O)c3ccc(C)o3)cc2)nc(OC)n1	5
Cc1ccc2cc(CN(Cc3cccs3)Cc3nnnn3C(C)(C)C)c3nnnn3c2c1	13
COc1cccc(NC(=O)NC2(C(F)(F)F)Oc3ccccc3O2)c1	-14
Cn1c(=O)[nH]c(=O)c2c1nc(OC(=O)c1ccccc1)n2CC(O)COc1ccccc1 (stereo unspecified)	-20
O=C(CN1CCN(Cc2ccccc2)CC1)NCC1COc2ccccc2O1 (stereo unspecified)	-13
CCCc1ccc(Oc2cn[nH]c2-c2ccc(O)c(C)c2O)cc1	-13
O=C(COC(=O)c1ccc(S(=O)(=O)N2CCOCC2)cc1)NC1CCCC1	25
Cc1oc(-c2ccc3c(c2)OCCO3)cc1C(=O)NC(CCC(=O)O)C(=O)O (stereo unspecified)	-12
COc1cc(NC(=O)C2C3C=CC(C3)C2C(=O)O)c(OC)cc1Cl (stereo unspecified)	-17
CCn1cc(C(=O)NCC2CCCO2)c(=O)c2cc(S(=O)(=O)N3CCCCCC3)ccc21 (stereo unspecified)	-19
CCC(=O)Nc1ccc(Cl)c(NC(=O)c2ccc(Br)o2)c1	-6
CCOC(=O)/C=C1\NC(C)(C)Cc2cc(OC)c(O)cc21	6
Nc1ccc(C(=O)c2ccccc2C(=O)O)cc1Cl	-7
O=C(Nc1ccc2c(c1)oc1ccccc12)N1CCOCC1	18
O=C(CCSc1nc(-c2ccco2)cc(C(F)(F)F)n1)N1CCCc2ccccc21	3
CCN1C(=O)c2cccc3c(S(=O)(=O)Nc4c(C)n(C)n(-c5ccccc5)c4=O)ccc1c23	-8
Cc1cc(C)nc(N2CCN(c3nc(C)cc(C)n3)CC2)n1	-34
CCn1c(SCC(=O)N2CCc3ccccc32)nc2c(c1=O)SC(C)C2 (stereo unspecified)	9
Cc1cccc(NC(=O)c2cc(S(=O)(=O)NCc3ccco3)ccc2F)c1C	-2
C/C(NC1CCCC1)=C(/C#N)C(N)=O	-6
CC(Sc1nnc(-c2ccc(O)cc2)o1)C(=O)Nc1cccc2ccccc12 (stereo unspecified)	-9
CC(C)CC(=O)CN1C(=O)C2(OCCO2)c2ccccc21	6
CNc1oc(-c2ccc(OCc3ccccc3)cc2)nc1C#N	-19
COC(=O)[C@@H](NC(=O)Nc1ccc(OC)cc1)C(C)C	-11
COC(=O)[C@H](C)NC(=O)NCc1ccc(F)cc1	-30
COc1ccc(CC(=O)Nc2c3c(nn2-c2cccc(Cl)c2)CS(=O)(=O)C3)cc1	3
Cc1c(C(=O)NCc2ccccn2)sc2nc(-c3ccc(F)cc3)cn12	18
Cc1ccc(S(=O)(=O)CCc2nnc(NC(=O)C3CCCO3)s2)cc1 (stereo unspecified)	11
O=C(O)C1CCC(=O)N1Cc1ccccc1Cl (stereo unspecified)	-6
CCc1ccccc1NC(=O)CSc1nc2ccccc2n1CC(=O)N(C)C	-35
CCOc1cc(CO)ccc1OCC(=O)N1CCCCC1	38
CC(C)CCNC(=O)NC(=O)COc1ccccc1C#N	1
Cc1ccc(NC(=O)CN2CCC3(O)CCCCC3C2c2ccc3c(c2)OCO3)c(C)c1 (stereo unspecified)	-20
COc1ccc(OC)c(C(C(=O)NCc2ccco2)N(C(=O)Cn2nnc3ccccc32)C2CC2)c1 (stereo unspecified)	-16

Ordered by molecular weight (ascending): part of the list above
SMILES	GBA enhancer
CCOc1cc(CO)ccc1OCC(=O)N1CCCCC1	38
Cc1c(C(=O)NCc2ccccn2)sc2nc(-c3ccc(F)cc3)cn12	18
Cc1ccc(S(=O)(=O)CCc2nnc(NC(=O)C3CCCO3)s2)cc1 (stereo unspecified)	11
COc1ccc(CC(=O)Nc2c3c(nn2-c2cccc(Cl)c2)CS(=O)(=O)C3)cc1	3
Cc1ccc(NC(=O)CN2CCC3(O)CCCCC3C2c2ccc3c(c2)OCO3)c(C)c1 (stereo unspecified)	-20

Next section:
SMILES	GBA enhancer
CS(=O)(=O)N1CCCC(C(=O)N2CCc3ccccc3C2)C1 (stereo unspecified)	18
COC(=O)c1cc2c(=O)n3ccccc3nc2n(Cc2cccnc2)c1=N	1
COc1ccc(S(=O)(=O)Nc2ccc(S(=O)(=O)N3CCCCC3)cc2)cc1	-21
Cc1nn(-c2ccccc2)c2c1C1(C(=O)Nc3ccccc31)N1C(=N2)Sc2ccccc21 (stereo unspecified)	-2
CC(C)(C)n1nnnc1C(c1ccncc1)N1CCN(C2CCCCC2)CC1 (stereo unspecified)	3
COc1ccc(NC(=O)Nc2ccccc2C(=O)N2CCCC2)cc1	-33
